# Lmaj promast: Leishmania major promastigote growth inhibition. inhibition, % at 10 µM. Leishmania major promastigotes, resazurin fluorescence viability. AID 1063. 9% of 200,000 active; in the data active means inhibition above about 50%;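 further: promastigotes grown with compound for 44 hours at 28 °C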
# bIAP inh: blocks bovine intestinal alkaline phosphatase activity; 190,000 tested, under 10 active; AID 1019; inhibition, % at 20 µM; purified bovine IAP, CDP-star luminescence, 30 min;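 active means over 50% inhibition of intestinal alkaline phosphatase at 20 µM in the single-dose screen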
#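 Assay system – bovine IAP enzyme · Quantity – bovine IAP at 1/65,000,000 final dilution · Detection – CDP-star luminescence signal · Times – 30 min reaction at room temperature · Also added – CDP-star substrate at 30 µM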
# Diaphorase act: counter-screen for diaphorase-based assays: diaphorase activators and chemical reducers. Diaphorase/resazurin coupled assay, resorufin fluorescence, 16 min; hits give high values; 1 = vehicle wells, 0 = NADH-free wells. activation factor at 20 µM. 0.005% of 190,000 active. AID 1229;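 active means diaphorase activity raised at least twofold by the compound at 20 µM; inactive means activation factor below 2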
#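 Material: Clostridium kluyveri diaphorase, purified enzyme; Quantity: enzyme 0.07 U/mL final; Medium: HEPES pH 7.4 buffer with MgCl2 and Tween 20; Dosing: single compound dose of 20 µM, 1% DMSO final; Schedule: 16 min reaction at room temperature; Measured by: red resorufin fluorescence at 544/590 nm excitation/emission.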
# TNAP inh hi DEA: blocks human TNAP under high phosphate acceptor concentration. AID 1135. purified TNAP, CDP-star luminescence, 1 M DEA. P05186. 0.03% of 200,000 active. inhibition, % at 20 µM;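 active means over 50% inhibition of tissue-nonspecific alkaline phosphatase at 20 µM in the single-dose screen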;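 further: plate controls were DMSO wells for no effect and EDTA-quenched wells as full inhibition for full effect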
# Target sequence (P05186 whole entry, looked up): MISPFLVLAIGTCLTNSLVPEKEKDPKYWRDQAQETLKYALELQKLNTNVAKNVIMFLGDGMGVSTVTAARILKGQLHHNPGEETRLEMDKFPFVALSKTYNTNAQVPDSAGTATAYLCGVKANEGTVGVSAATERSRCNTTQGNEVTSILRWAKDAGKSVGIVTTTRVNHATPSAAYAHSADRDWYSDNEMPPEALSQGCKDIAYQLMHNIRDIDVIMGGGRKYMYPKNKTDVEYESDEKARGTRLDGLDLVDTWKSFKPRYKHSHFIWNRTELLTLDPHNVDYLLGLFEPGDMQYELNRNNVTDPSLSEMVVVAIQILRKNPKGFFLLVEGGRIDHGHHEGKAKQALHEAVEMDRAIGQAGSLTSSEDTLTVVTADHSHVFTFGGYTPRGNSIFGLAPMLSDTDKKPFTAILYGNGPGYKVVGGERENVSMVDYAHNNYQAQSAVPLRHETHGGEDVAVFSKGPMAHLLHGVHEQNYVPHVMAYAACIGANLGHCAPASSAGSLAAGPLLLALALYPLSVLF
# PMI act: phosphomannose isomerase (human) activation; P34949; activation factor at 20 µM; 0.005% of 190,000 active; purified human PMI, coupled resazurin fluorescence, 20 min; hits give high values; 1 = vehicle control, 0 substrate-free wells;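 active means activation factor of 2 or more at 20 µM, relative to plate controls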
# Target sequence (P34949 whole entry, looked up): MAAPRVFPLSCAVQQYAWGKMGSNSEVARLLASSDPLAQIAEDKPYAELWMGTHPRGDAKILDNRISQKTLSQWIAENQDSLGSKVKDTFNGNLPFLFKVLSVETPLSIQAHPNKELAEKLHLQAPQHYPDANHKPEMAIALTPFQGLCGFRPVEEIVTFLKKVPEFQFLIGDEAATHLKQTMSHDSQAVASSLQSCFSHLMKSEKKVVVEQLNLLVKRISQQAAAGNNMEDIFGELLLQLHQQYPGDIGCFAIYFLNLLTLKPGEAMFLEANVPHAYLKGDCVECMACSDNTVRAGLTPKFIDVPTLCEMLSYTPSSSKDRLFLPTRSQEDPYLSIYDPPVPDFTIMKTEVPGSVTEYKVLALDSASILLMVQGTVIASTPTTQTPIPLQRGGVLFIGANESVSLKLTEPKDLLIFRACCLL
# TNAP inh no acc: blocks human TNAP activity with no phosphate acceptor present | P05186 | purified TNAP, CDP-star luminescence, 30 min | inhibition, % at 20 µM | 0.26% of 200,000 active | AID 1012;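 active means tissue-nonspecific alkaline phosphatase inhibition above about 50% at 20 µM in the single-dose screen, limit read from the data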;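 further: 0% = DMSO negative control and 100% = EDTA positive control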
# bIAP act: intestinal alkaline phosphatase (bovine) activation; AID 1016; activation factor at 20 µM; purified bovine IAP, CDP-star luminescence, 30 min; hits give high values; fold of DMSO-control signal, blank-subtracted; 0.17% of 200,000 active;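 active means activation factor of 2 or more at 20 µM, a signal rise over negative controls twice the positive control's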
# Diaph inh CS: diaphorase inhibition or chemical oxidation counter-screen; diaphorase resazurin-to-resorufin fluorescence, NADH, 16 min; bacterial (C. kluyveri) enzyme, not human; AID 1217; 0.69% of 190,000 active; inhibition, % at 20 µM;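 active means primary screen inhibition at 20 µM above a set limit, cut at about 50% in these data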;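 further: plate controls were DMSO with full reaction for no effect and wells lacking NADH for full effect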
#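 Benchmarks: positive control wells lacking NADH, neutral wells with DMSO only. System: bacterial diaphorase enzyme (C. kluyveri). Input: 0.14 U/mL diaphorase, enzyme working solution. Detection: resorufin fluorescence, excitation 544 nm, emission 590 nm. Times: 16-min room-temperature incubation before reading.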
# TNAP act hiacc: increases human TNAP activity under high phosphate acceptor concentration | P05186 | AID 1136 | purified TNAP, CDP-star luminescence, 1 M DEA, 30 min; hits give high values; 0 = EDTA background, 1 = DMSO-only activity | activation factor at 20 µM | 200,000 tested, under 10 active;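 active means activation factor at least 2 at 20 µM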
#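 Assay system: human TNAP; Input: enzyme diluted 1/800 final; Reagent: CDP-star luminogenic substrate at 100 µM final; Timing: 30 min, room temperature; Signal: luminescence; Evaluation: TNAP activation factor scaled between EDTA and DMSO control wells.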
# PMI act satM6P: activators of human phosphomannose isomerase at near-saturating mannose 6-phosphate | P34949 | coupled PMI enzyme assay, resazurin fluorescence, 20 min; hits give high values; 1 = untreated enzyme, 0 = substrate-free blank | activation factor at 20 µM | 0.34% of 190,000 active;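 active means activation factor of 2 or more at 20 µM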
#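 Technique: Diaphorase-driven resazurin-to-resorufin fluorescence, excitation 544, emission 590 nm | Assay system: Human PMI in coupled enzyme assay | Times: Enzyme reaction with compound 20 min at room temperature | Medium: HEPES-buffered pH 7.4 with magnesium and detergent | Reagent: Mannose-6-phosphate 1.0 mM (near-saturating) plus 0.22 mM NADP+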
# Numbers without * were called inactive; nt = no result given. Not a hit list. Share with any hit: about 10%.
SMILES,Lmaj promast,bIAP inh,Diaphorase act,TNAP inh hi DEA,PMI act,TNAP inh no acc,bIAP act,Diaph inh CS,TNAP act hiacc,PMI act satM6P
N#CCCn1nc(-c2ccc(Br)cc2)cc1Nc1ccccc1NC(=O)C(F)(F)F,69*,7,0.8,-6,1,2,0.9,18,1.1,1
COc1ccc(S(=O)(=O)N2CCCN(CC(=O)Nc3ccc(OC)c(Cl)c3)CC2)cc1,10,-9,0.9,-2,0.9,-8,1.1,6,1,1
Cc1occc1C(=O)Nc1ccc(S(=O)(=O)N2CCN(C)CC2)cc1,-10,-2,0.9,4,0.9,-2,1,11,1,0.8
Cc1ccc(S(=O)(=O)N2CCOCC2)cc1C(=O)N1C(=O)c2cccc(N)c2C1=O,0,3,0.7,-2,0.9,-2,1,27,1,0.8
Cc1cccc(NC(=O)C2CCCN2C(=O)OCC(C)C)c1 (stereo unspecified),17,2,0.9,-1,1.1,5,1,7,1,1
Cc1cccc(Cn2cnc3c(N)c(C)c(C)cc32)c1,12,-16,0.8,1,0.7,-5,1.2,25,1,0.6
CC(=O)c1ccc(NC(=O)c2cccs2)cc1,-7,14,0.9,-2,0.9,-12,0.9,9,1,1
O=C(COc1cccc2ccccc12)Nc1nc2ccccc2[nH]1,20,17,0.8,2,0.9,-6,0.8,16,1,0.9
O=C(c1ccccc1)N1CCN(Cc2c[nH]c3ccccc23)CC1,0,-5,0.9,-2,1,-10,1.1,8,1,1
CCCCCNC(=O)CCCCn1c(=O)[nH]c2cc(OCC)c(OCC)cc2c1=O,-5,7,1,-7,1.2,-4,0.9,3,1.1,1.1
Cc1ccc(N2C(=O)C3C4C=CC(C4)C3C2=O)cc1 (stereo unspecified),2,9,0.7,-7,1,-13,0.9,26,1.1,1
CCCc1cc(=O)[nH]c(SCc2cccnc2)n1,-2,2,1,-3,1.1,-7,1,-4,1,1.1
Cc1sc2nc(SCC(=O)N3CCCC3)[nH]c(=O)c2c1C,-2,0,1,-4,0.9,3,1,-1,1,0.9
CC(Sc1nc2ccccc2s1)C(=O)Nc1nnc(C(C)C)s1 (stereo unspecified),-4,0,0.9,3,0.9,1,1,6,1,1
CC(C)OC(=O)C1C(=O)CC(C)(O)C(C(=O)OC(C)C)C1c1cccnc1 (stereo unspecified),1,0,1,-2,1,-7,1,4,1,1
CCN(CC)c1ccc(/C=N/Nc2nc(C)cc(=O)[nH]2)cc1,-1,-11,0.8,-4,0.7,-31,1.1,19,1,0.9
CC(=O)c1ccc(NC(=O)Nc2ccc(Br)cc2C)cc1,-4,-3,1,-8,1,-7,1,4,1.1,1
Cn1nnc(NC(=O)c2ccc(C(C)(C)C)cc2)n1,11,9,0.9,-4,1,-4,0.9,10,1,1
CCOC(=O)c1nnn(-c2nonc2-n2cccc2)c1-c1cccc([N+](=O)[O-])c1,13,5,0.9,-5,1,-4,0.9,7,1.1,1
Cc1nnc(NC(=O)c2csc3c2CCCC3)s1,-7,7,1,1,1,-4,0.9,-2,1,1.1
COc1ccc(S(=O)(=O)NCCOc2ccccc2)cc1C,-4,8,0.9,-5,0.9,-5,0.9,9,1.1,0.9
COC(=O)c1cc(C(=O)c2ccc(C(C)(C)C)cc2)c[nH]1,28,0,0.8,-2,0.9,2,1,22,1,0.9
CC1=NN(c2ccccc2)C(=O)/C1=C\C=C1/N(C)c2ccccc2C1(C)C,33,-7,0.9,49,0.8,39,1.1,15,0.5,0.9
Cc1cccc(NC(=O)CCCCCN2C(=O)c3ccccc3C2=O)n1,1,-6,0.9,-8,0.9,-11,1.1,12,1.1,0.8
NC(=O)COC(=O)CNC(=O)c1cc(Cl)cc([N+](=O)[O-])c1,-11,-2,1,-6,1.1,-16,1,2,1.1,1
COc1ccc(NC(=O)C2CCN(C(=O)c3ccccc3)CC2)c(OC)c1,-5,-5,0.9,-4,1,-8,1.1,10,1,0.9
COc1cc(/C=N/N2C(=O)CSC2=S)cc(Br)c1O,-16,6,0.7,11,0.9,9,0.9,26,0.9,0.8
CCOC(=O)c1nc2sc3c(c2c(=O)n1C(C)C(=O)OCC)CCCC3 (stereo unspecified),-5,-7,0.9,0,0.9,-10,1.1,9,1,1
CC1(C)CC(=O)c2c(Cc3ccccc3)n[nH]c2C1,0,-31,1,-2,1,88*,1.3,1,1,1
CCOC(=O)CC(NC(=O)c1ccccc1F)c1ccc(C)cc1 (stereo unspecified),-4,7,1,-3,1.1,-6,0.9,0,1,1.1
O=C(NC1CCCC1)C1CCC(=O)N1CCc1ccccc1 (stereo unspecified),-3,2,0.8,1,0.9,-5,1,19,1,0.9
CCOC(=O)C1=C(CSc2nc(C)ccc2C#N)OC(N)=C(C#N)C1c1cccc(OC)c1OC (stereo unspecified),4,-2,0.8,-4,1.1,-10,1,21,1,0.6
CC(Oc1ccccc1)c1ccnc2nc(/N=C/N(C)C)nn12 (stereo unspecified),-4,0,1.2,-11,1.1,3,1,-16,1.1,1.1
COc1ccc(-c2cc(C(=O)N3CCCc4ccccc43)no2)cc1,26,6,0.8,-4,0.8,-6,0.9,19,1,0.9
Cc1ccccc1OCC(=O)Nc1ccc(NC(=O)c2ccco2)cc1,8,-3,1,-8,1,-10,1,2,1.1,1
Nc1c(N)c2ccccc2oc1=O,0,4,0.9,9,0.9,-5,1,11,0.9,0.9
Cc1cc(=O)[nH]c(SCc2nnnn2-c2ccc(Cl)cc2)n1,1,nt,0.8,-1,0.9,-14,0.4,18,1,0.8
O=C(c1ccc(Cl)nc1)N1CCN(S(=O)(=O)c2ccc(Cl)cc2)CC1,3,-8,1,-4,1,-10,1.1,0,1,1.1
O=C(CCSc1ccccc1)Nc1ccccc1Br,7,-4,0.8,-3,0.9,-11,1,18,1,0.9
N#Cc1nc(COc2ccccc2Cl)oc1NCc1ccco1,-5,-1,0.8,-2,0.8,-5,1,24,1,0.8
Cc1cc2oc(C(=O)Nc3c(C)n(C)n(-c4ccccc4)c3=O)c(C)c2cc1Cl,-1,11,1,1,1.1,-6,0.9,4,1,1.1
Cc1ccc(-c2nc(CN3CCCCC3c3cccc(F)c3)c(C)o2)o1 (stereo unspecified),8,-1,0.9,2,1,3,1,13,1,1
COc1cc(/C=N\Nc2cc(=O)n(C)c(=O)n2C)ccc1O,-5,-11,1,-1,0.9,-6,1.1,4,1,0.8
COc1ccc(OC)c(NC(=O)CSc2nnc(CNc3ccc(F)cc3)o2)c1,0,3,1,-6,0.9,-6,1,2,1.1,0.9
O=C(NCc1ccco1)c1ccc(Cl)c(S(=O)(=O)N2CCOCC2)c1,1,4,1.1,4,1.1,-2,1,-10,1,1.1
CCOC(=O)c1ccc2c(c1)sc(=NC(=O)c1ccco1)n2CCOC,-8,31,0.9,-5,0.8,-11,0.7,14,1,0.9
Clc1ccc(Cc2ccc(SCc3ccccc3)nn2)c(Cl)c1,1,38,0.9,0,0.9,-6,0.6,5,1,1
COc1ccc(-c2nn(-c3ccccc3)cc2/C=N/NC(=O)c2ccc3c(c2)OCO3)cc1,17,10,0.8,-8,0.9,-14,0.9,21,1.1,0.9
CC(=O)Nc1ccc(NS(=O)(=O)c2ccc3ccccc3c2)cc1,-3,7,0.8,0,0.9,-11,0.9,16,1,0.9
CCc1nnc(NC(=O)c2c(O)c3cccc4c3n(c2=O)CC4)s1,nt,2,0.8,0,0.8,-2,1,18,1,0.9
O=C(c1cccc([N+](=O)[O-])c1)N1CCN(Cc2ccc3c(c2)OCO3)CC1,-3,-9,1.3,3,1.2,0,1.1,-27,1,1.2
COc1ccccc1-n1nnnc1SCC(=O)Nc1ccccn1,2,5,1.1,-5,1.2,-20,1,-7,1,1.1
COc1ccc(/C=C/C(=O)OCC(=O)c2c(C)[nH]c3ccccc23)cc1OC,16,-4,0.8,-4,0.8,-4,1,22,1,0.9
O=C(CSc1nnc2ccccn12)Nc1cccc(-c2nc3ccccc3s2)c1,-8,7,1,-2,1,-9,0.9,-2,1,1
Cc1sc2ncn3ncnc3c2c1C,13,9,0.9,-3,0.9,-5,0.9,6,1,0.9
O=C(O)c1ccc(CN2C(=O)CSC2=S)cc1,-4,-4,1,0,0.9,-7,1,-3,1,0.9
S=C(NCc1ccco1)Nc1ccccn1,2,8,1,0,0.9,-12,0.9,2,1,0.9
c1ccc(C2CCC(N3CCNCC3)CC2)cc1 (stereo unspecified),91*,6,1,-2,1.1,-7,0.9,3,1,1.2
O=C(N/N=C/c1ccncc1)c1nn(Cc2ccccc2)c(=O)c2ccccc12,12,-16,1,-2,1.1,-3,1.2,5,1,1
CCOCCCNC(=O)C(NC(=O)CNC(C)=O)c1ccc(Cl)cc1 (stereo unspecified),-1,0,0.9,-4,1.1,-10,1,10,1,1.1
CC(C)CC(=O)c1c[nH]c(C(=O)NCc2cccs2)c1,-1,12,0.9,-5,1,-8,0.9,8,1,1
CCOC(=O)NC(Nc1ccc(S(N)(=O)=O)cc1)(C(=O)OCC)C(F)(F)F (stereo unspecified),-2,7,0.9,5,0.8,-2,0.9,7,1,0.9
CCOc1ccc2nc(NC(=O)C3=NN(c4ccccc4)C(=O)CC3)sc2c1,21,-13,0.9,-2,0.9,-4,1.1,14,1,0.9

# By substructure: the compounds so far with a nitro group on carbon (3)
SMILES,Lmaj promast,bIAP inh,Diaphorase act,TNAP inh hi DEA,PMI act,TNAP inh no acc,bIAP act,Diaph inh CS,TNAP act hiacc,PMI act satM6P
CCOC(=O)c1nnn(-c2nonc2-n2cccc2)c1-c1cccc([N+](=O)[O-])c1,13,5,0.9,-5,1,-4,0.9,7,1.1,1
NC(=O)COC(=O)CNC(=O)c1cc(Cl)cc([N+](=O)[O-])c1,-11,-2,1,-6,1.1,-16,1,2,1.1,1
O=C(c1cccc([N+](=O)[O-])c1)N1CCN(Cc2ccc3c(c2)OCO3)CC1,-3,-9,1.3,3,1.2,0,1.1,-27,1,1.2

# Looked up above.
# bIAP act, `Cc1cccc(Cn2cnc3c(N)c(C)c(C)cc32)c1` = 1.2
# TNAP inh no acc, `Cc1occc1C(=O)Nc1ccc(S(=O)(=O)N2CCN(C)CC2)cc1` = -2
# Diaph inh CS, `Nc1c(N)c2ccccc2oc1=O` = 11
# TNAP inh no acc, `COc1ccc(/C=C/C(=O)OCC(=O)c2c(C)[nH]c3ccccc23)cc1OC` = -4

# Compound activity from PubChem.
